# Screens as filed in PubChem.
# BLM inh: blocks DNA unwinding by human BLM helicase; P54132; recombinant BLM DNA unwinding, fluorescence dequenching; Potency, µM (highest dose often 56.1 µM), for the others: at the highest dose activity change, negative = inhibition, usual class: inhibitors; 0.2% of 350,000 active; AID 2528;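 also: plate controls were vehicle for no effect and no enzyme for full effect; nearly all actives have a fitted effect of over 35% in size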
# BAZ2B inh: inhibitors of human BAZ2B bromodomain; 4.4% of 360,000 active; Q9UIF8; Potency, µM (titrated, usually from 114 µM), for the others: top-dose activity change, negative = inhibition, actives largely listed as inhibitors; AlphaScreen BAZ2B-H3K14Ac peptide displacement; also: % is scaled to controls: 0 for no effect and ±100 for the full control effect; nearly all actives have a fitted effect of over 60% in size
#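 Complex of BAZ2B and biotin-H3K14Ac (50 nM apiece) forms over 30 min at RT, then faces library compounds up to 110 uM for another 30 min; AlphaScreen beads added, 20 min dark incubation, luminescence read.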
# Pol kappa inh: DNA polymerase kappa (human) inhibition; purified Pol kappa, fluorescent DNA synthesis assay, 10 min; 0.53% of 400,000 active; Q9UBT6; Potency, µM (top dose mostly 107 µM), without a hit: at the highest dose activity, negative = inhibition, most hits filed as inhibitors; also: % is scaled to controls: 0 for no effect and ±100 for the full control effect
#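 Kinetic fluorescence screen: compound preincubated 15 min RT with 10 nM enzyme; 50 nM substrate (final) initiates; reads at 0/10 min.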
# Pol eta inh: inhibitors of human DNA polymerase eta; Q9Y253; recombinant Pol eta, fluorescent DNA replication assay; Potency, µM (series often up to 114 µM), inactives show top-dose activity change, negative = inhibition, hits mostly inhibitors; 1.2% of 390,000 active; AID 588591; also: % is scaled to controls: 0 for no effect and ±100 for the full control effect
# Target sequence (Q9Y253 whole entry, looked up): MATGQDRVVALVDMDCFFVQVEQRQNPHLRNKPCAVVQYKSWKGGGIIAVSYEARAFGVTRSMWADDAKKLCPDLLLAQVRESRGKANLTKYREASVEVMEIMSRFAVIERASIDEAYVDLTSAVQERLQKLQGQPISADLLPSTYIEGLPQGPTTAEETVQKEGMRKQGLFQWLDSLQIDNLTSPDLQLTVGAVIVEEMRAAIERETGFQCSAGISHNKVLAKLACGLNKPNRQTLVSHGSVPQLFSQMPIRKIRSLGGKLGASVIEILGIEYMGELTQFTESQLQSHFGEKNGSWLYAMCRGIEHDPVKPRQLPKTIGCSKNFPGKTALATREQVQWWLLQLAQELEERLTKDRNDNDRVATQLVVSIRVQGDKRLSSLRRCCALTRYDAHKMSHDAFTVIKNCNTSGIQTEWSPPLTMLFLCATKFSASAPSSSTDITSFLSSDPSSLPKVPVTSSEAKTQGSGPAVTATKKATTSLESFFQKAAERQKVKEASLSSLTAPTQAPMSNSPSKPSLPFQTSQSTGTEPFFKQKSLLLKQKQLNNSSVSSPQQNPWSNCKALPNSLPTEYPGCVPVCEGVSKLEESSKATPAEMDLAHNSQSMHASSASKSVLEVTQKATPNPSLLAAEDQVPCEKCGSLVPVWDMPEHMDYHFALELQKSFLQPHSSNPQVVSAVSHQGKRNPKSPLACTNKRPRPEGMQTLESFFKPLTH
#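 Pol eta (10 nM) was preincubated with compounds for 15 min at room temperature, after which fluorescent replication substrate (50 nM final) was added to start the reaction. Fluorescence was read kinetically at 0 and 10 min.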
# APE1 inh: blocks human APE1 abasic DNA cleavage; recombinant APE1, TAMRA/BHQ-2 abasic DNA cleavage fluorescence; Potency, µM (doses to about 65.8 µM), for inactives: top-dose activity change, negative = inhibition, most hits filed as inhibitors; P27695; 0.35% of 350,000 active;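 also: plate controls were vehicle for no effect and reference inhibitor for full effect; nearly all actives have a fitted effect of over 55% in size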
#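 Step 1: APE1 (0.75 nM) with compound, 15 min RT. Step 2: add 50 nM fluorophore/quencher THF duplex. Step 3: three fluorescence reads 60 s apart (525/598 nm); read 3 minus read 1 = reaction progress.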
# POLB inh: DNA polymerase beta (human) inhibition; Pol beta primer extension/strand displacement, fluorescence kinetic; Potency, µM (highest dose often 114 µM), for the others: at the top dose activity change, negative = inhibition, usual class: inhibitors; 1.3% of 340,000 active; AID 485314; also: % is scaled to controls: 0 for no effect and ±100 for the full control effect
#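 Human Pol beta at 10 nM; strand-displacement substrate 50 nM final. Compound exposure 15 min at room temperature before start, reaction 10 min at room temperature.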
# Anesthetic bind: candidate novel general anesthetic via apoferritin binding | apoferritin/1-aminoanthracene competitive binding, fluorescence | Potency, µM (doses to about 77.5 µM), inactives show at the top dose activity change, negative = displacement, usual class: inhibitors | 0.074% of 350,000 active; also: % is scaled to controls: 0 for no effect and ±100 for the full control effect; nearly all actives have a fitted effect of over 20% in size
# Target sequence (P02791 2-175 limits assumed): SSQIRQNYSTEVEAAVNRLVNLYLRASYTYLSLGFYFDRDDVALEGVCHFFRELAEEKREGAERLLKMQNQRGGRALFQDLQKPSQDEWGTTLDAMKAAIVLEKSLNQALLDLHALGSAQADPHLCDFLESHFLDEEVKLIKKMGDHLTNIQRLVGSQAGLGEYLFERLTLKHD
#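 10 uM apoferritin + 50% sat. 1-AMA, PBS; cpd 10 min RT; Ex380/Em535 endpoint; normalized to free probe vs complex; 4-param Hill fit; propofol titration as pos. ctrl.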
# Pol iota inh: blocks human DNA polymerase iota activity; Potency, µM (doses to about 115 µM), without a hit: at the highest dose activity, negative = inhibition, usual class: inhibitors; 1% of 390,000 active; Q9UNA4; AID 588590; Pol iota fluorescent replication assay, 10 min
#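 Pol iota at 10 nM preincubated 15 min with compounds at room temperature; reaction started with fluorescent substrate, 50 nM final. Fluorescence read kinetically at 0 and 10 min; buffer-only wells as negative control.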
# G9a inh: G9a (human) methyltransferase inhibition; Q96KQ7; G9a H3K9 monomethylation, AlphaScreen, 2 h; Potency, µM (doses to about 102 µM), for inactives: at the highest dose activity, negative = inhibition, most hits filed as inhibitors; 8.8% of 350,000 active; also: % is scaled to controls: 0 for no effect and ±100 for the full control effect; nearly all actives have a fitted effect of over 75% in size
#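 Using a bead-based AlphaScreen, monomethylated H3K9 product from 2 h room-temperature reactions (G9a 20 nM, peptide 500 nM, SAM 20 uM) was detected with 0.5 ug/mL rabbit anti-H3K9me1 antibody.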
# Numbers without * were called inactive; u = inconclusive; x = not tested or not shown; & = joins results of further samples; [ ] = remark or other dose. Calls follow the shape of the dose curve; as a rule, active = well fitted curve in the direction sought with a large enough effect; inconclusive = small, poorly fitted or top-dose-only effect, or another doubt; inactive = no such curve, though single readings can be large; an effect the other way counts as inactive or inconclusive. Potency is read from the fitted curve at half-maximal effect. The list is partial; count on the stated rates, not on these rows.
SMILES,BLM inh,BAZ2B inh,Pol kappa inh,Pol eta inh,APE1 inh,POLB inh,Anesthetic bind,Pol iota inh,G9a inh
CCN(CC)c1ccc(NC(=O)CN(C)S(=O)(=O)c2cccc3nsnc23)c(C)c1,3%,x,-13%,-25%,x,-2%,48%[activator],-3%,18µM*
COc1ccccc1C(=O)NCc1ccc2c(c1)CCN2C(=O)c1ccncc1,0%,-4%,-1%[60.1 µM],-2%,x,11%,-14%,-8%,7%[59 µM]
O=c1[nH]ncc(N2CCN(C(c3ccccc3)c3ccccc3)CC2)c1Cl,-5%,-38%,-9%,u,-3%,u,-16%,-5%,-3%[59 µM]
O=C(CCC1CCCN(C(=O)CCCc2ccccc2)C1)N1CCN(c2ccccn2)CC1 (stereo unspecified),-2%,-6%,6%,-15%,1%,-13%,0%,35%[activator],-30%
CC(=O)Nc1cccc(/C(C)=N/NC(N)=S)c1,0%,-13%,6%,-15%,1%,18%,-7%,12%,32µM*
CCOC(=O)C1C(=O)CC(C)(O)C(C(=O)OCC)C1c1ccc(Br)o1 (stereo unspecified),-3%,15%,-11%,-13%,0%,3%,3%,13%,u
COc1ccc(S(=O)(=O)NCc2c(-c3ccccc3)noc2C)c(OC)c1,8%,22%,-12%,-13%,6%,15%,-5%,64%[activator],12%
Cc1ccc(CN2CCCOCCS2(=O)=O)cc1,-2%,0%,2%&-14%,-20%,26%,29%,u,17%&15%,21%
Cc1cccc(NC(=O)CN2C(=O)c3ccccc3S2(=O)=O)n1,x,-6%,9%,3%,11%,x,x,22%,u
CC(C)Cc1nc2oc3c(=O)[nH]cnc3c2c2c1CCC2,-4%,5%,u,-17%,-3%,7%,-21%,-8%,15%[59 µM]
Oc1ccc(N=Nc2n[nH]c(-c3ccc(Br)cc3)n2)cc1,3%,-2%,-3%,-8%,4%,-9%,9%,-4%,24%[59 µM]
COc1cc2c(cc1OC)C1=C(C#N)CCC(=NC(=O)c3ccco3)N1CC2,-2%,1%,-4%,-4%,6%,1%,-8%,111%[activator],-2%
Nc1nc(NC2CCCCC2)nc(NCCO)c1[N+](=O)[O-],2%,-2%,-10%,-1%,4%,27%,-5%,-3%,48%
CN1C(=O)[C@@H]2[C@@H]3C[C@@H]([C@H]4ON=C(c5ccc(Cl)cc5)[C@@H]34)[C@@H]2C1=O,1%,8%,-12%,-6%,0%,-27%,0%,0%,19%[59 µM]
COc1ccc(CNc2nc3c(-c4cccc(F)c4)nnn3c3ccccc23)cc1,-12%,-15%,-18%,u,x,u,63%[activator],17%,-4%[59 µM]
COc1ccccc1N1CCN(c2ccc3ccccc3n2)CC1,-8%,17%,1%,-17%,24%,2%,48%[activator],56%[activator],82%[activator]
O=C(NCCCN1CCN(c2ccccc2F)CC1)C1CCN(S(=O)(=O)N2CCOCC2)CC1,-1%,-9%,-13%,-16%,-9%,11%,-7%,16%,-25%
COc1ccc(CCNC(=O)C2CC(=O)N(C3CCCCC3)C2)cc1OC (stereo unspecified),-1%,-22%,12%,-13%,83%,4%,-2%,2%,12%[59 µM]
Cc1nc(-c2ccccc2)sc1-c1ccc(SCC(=O)NCc2ccccc2Cl)nn1,-12%,-13%,-6%,-30%,x,6%,-10%,20%,5%[59 µM]
CC(C)CN(CC(C)C)S(=O)(=O)c1ccc(C(=O)Nc2sc3c(c2C(N)=O)CC(C)(C)NC3(C)C)cc1,-6%,5%,-4%[60.1 µM],-2%,x,-12%,100%[activator],-8%,4%[59 µM]
Cc1cc(NC(=O)CSc2nnnn2-c2ccc(C)c(Cl)c2)no1,0%,7%,-8%,7%,13%,2%,-7%,-15%,45µM*
CCOC(=O)[C@H]1[C@H]2COc3ccc(Br)cc3[C@@H]2N2C(=O)c3cc(OC)c(OC)cc3NC(=O)[C@@]12C,x,2%,-4%,-18%,15%,x,x,0%,13%[2.33 µM]
O=C(COC(=O)c1ccc(Br)o1)c1ccc(S(=O)(=O)N2CCCCC2)cc1,x,6%,-8%,-2%,6%,x,x,-55%,-10%[59 µM]
Cc1cc(F)ccc1NC(=O)c1cccnc1,-2%,-3%,-8%,-4%,-1%,28%,-3%,39%[activator],0%

# Retrieved by structure from above:
SMILES,BLM inh,BAZ2B inh,Pol kappa inh,Pol eta inh,APE1 inh,POLB inh,Anesthetic bind,Pol iota inh,G9a inh
CN1C(=O)[C@@H]2[C@@H]3C[C@@H]([C@H]4ON=C(c5ccc(Cl)cc5)[C@@H]34)[C@@H]2C1=O,1%,8%,-12%,-6%,0%,-27%,0%,0%,19%[59 µM]
O=C(CCC1CCCN(C(=O)CCCc2ccccc2)C1)N1CCN(c2ccccn2)CC1 (stereo unspecified),-2%,-6%,6%,-15%,1%,-13%,0%,35%[activator],-30%
COc1ccc(CNc2nc3c(-c4cccc(F)c4)nnn3c3ccccc23)cc1,-12%,-15%,-18%,u,x,u,63%[activator],17%,-4%[59 µM]
COc1ccccc1C(=O)NCc1ccc2c(c1)CCN2C(=O)c1ccncc1,0%,-4%,-1%[60.1 µM],-2%,x,11%,-14%,-8%,7%[59 µM]

# (further entries)
SMILES,BLM inh,BAZ2B inh,Pol kappa inh,Pol eta inh,APE1 inh,POLB inh,Anesthetic bind,Pol iota inh,G9a inh
COc1ccc(NC(C)C(=O)N/N=C/c2ccc([N+](=O)[O-])s2)cc1 (stereo unspecified),-9%,u,-1%,-20%,3%,-6%,-20%,58%[activator],u
COc1ccccc1OCc1nc(-c2cccc([N+](=O)[O-])c2)no1,-12%,-26%,-12%,-9%,-1%,-13%,u,-2%,-46%
O=C1C=C(c2ccccc2)C(=O)N1Nc1ccccc1,-4%,-5%,1%,-6%,5%,6%,u,11%,8.9µM*
O=C(Nc1ccccc1N1CCOCC1)C1Cc2ccccc2CN1C(=O)c1ccco1 (stereo unspecified),-7%,-5%,4%,7%,1%,1%,-16%,11%,u
O=C(CCCN1C(=O)/C(=C/c2cccc(Br)c2)SC1=S)Nc1ccccn1,-6%,u,-14%,-2%,-1%,4%,-3%,65%[activator],u
CCC(C)NC(=O)Cn1ncc2c([nH]c3ccc(C)cc32)c1=O (stereo unspecified),4%,5%,-3%[60.1 µM],-19%,x,7%,1%,16%,0%[59 µM]
CS(=O)(=O)c1ncc(CO)n1Cc1ccccc1,-3%,-2%,0%,-2%,6%,12%,3%,11%,x
Cc1cc(C[n+]2ccsc2N)c2ncccc2c1,0%,-11%,-4%,2%,7%,6%,-11%,24%,x
CCOC(=O)c1nnn(-c2nonc2-n2cccc2)c1-c1cccc([N+](=O)[O-])c1,-7%,u,-12%,-12%,-6%,-18%,-22%,37%[activator],u
CCc1n[nH]c2c1/C(=N\O)CC(c1ccccc1)C2 (stereo unspecified),-3%,-3%,-12%,-23%,u,2%,-12%,-5%,26%
O=[N+]([O-])c1cccc(NC(=S)N2CCc3ccccc32)c1,-1%,17%,-17%,-20%,-30%,3%,u,-6%,x
CCN1CCN(C(=O)C(Cc2ccccc2)NC(=O)c2ccc(Cl)c(S(=O)(=O)N(C)C)c2)CC1 (stereo unspecified),x,x,-13%,3%,-3%,x,x,-35%,x
O=C(NC1CCCc2ccccc21)c1ccc(Cl)nc1 (stereo unspecified),-3%,-3%,-15%,-10%,-7%,-4%,-12%,0%,10%
Cc1cc(C)n2nc(SC(C)C(=O)N(C)c3ccccc3)nc2n1 (stereo unspecified),x,9%,-10%,-16%,3%,x,x,36%[activator],-6%[2.33 µM]
CC1CC2(CC(C)(C(=O)CSc3nc4ccccc4s3)OC2=O)C(=O)O1 (stereo unspecified),0%,8%,-1%,-13%,-7%,1%,-9%,24%,u
O=C(O)CCC(=O)NCC1OCCc2ccccc21 (stereo unspecified),-10%,38%[activator],0%,-8%,-12%,13%,-8%,6%,51%[activator][59 µM]
CSc1ncccc1C(=O)Nc1cccc(S(=O)(=O)N(C)c2ccccc2)c1,x,-1%,-14%,-11%,21%,x,x,-2%,13%[2.33 µM]
COc1ccc(N2CC(C(=O)N/N=C/c3c[nH]c4ccccc34)CC2=O)cc1 (stereo unspecified),-7%,-20%,-7%,-8%,-6%,20%,-16%,48%[activator],7%[59 µM]
Oc1nc(-c2ccc(Br)cc2)n2ccncc12,4%,-9%,3%,-4%,-3%,4%,-7%,4%,x
Cc1ccc(Cl)c(NC(=O)Nc2csc3c2CCCC3)c1,-4%,-1%,12%,11%,x,40%,0%,-6%,7%[59 µM]

# Exported with two lines to a compound: entries from further up
# Sequence of screens – BLM inh, BAZ2B inh, Pol kappa inh, Pol eta inh, APE1 inh, POLB inh, Anesthetic bind, Pol iota inh, G9a inh
O=C(Nc1ccccc1N1CCOCC1)C1Cc2ccccc2CN1C(=O)c1ccco1 (stereo unspecified)
→ -7%, -5%, 4%, 7%, 1%, 1%, -16%, 11%, u
O=C(CCCN1C(=O)/C(=C/c2cccc(Br)c2)SC1=S)Nc1ccccn1
→ -6%, u, -14%, -2%, -1%, 4%, -3%, 65%[activator], u
CCC(C)NC(=O)Cn1ncc2c([nH]c3ccc(C)cc32)c1=O (stereo unspecified)
→ 4%, 5%, -3%[60.1 µM], -19%, x, 7%, 1%, 16%, 0%[59 µM]
CS(=O)(=O)c1ncc(CO)n1Cc1ccccc1
→ -3%, -2%, 0%, -2%, 6%, 12%, 3%, 11%, x
Cc1cc(C[n+]2ccsc2N)c2ncccc2c1
→ 0%, -11%, -4%, 2%, 7%, 6%, -11%, 24%, x
